# E-sel inducer: E-selectin induction in HUVECs, primary screen, imaging, HUVEC, immunofluorescence imaging, single point. P16581. normalized: neutral wells 0, TNF-alpha wells 100. activation, % at 7.58 µM. 260,000 compounds, 0.37% hits. AID 686992, 2013;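 active = mean E-selectin-positive cell signal at least 10% of the positive control, reached in at least 60% of replicates, without over 20% cell loss; inconclusive = no rule given, readout overlaps actives, possibly toxicity-flagged; inactive = the rest, including those meeting only one limit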;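 also: in these data hits start at about 27%; measured in HUVEC primary endothelial cells; signal is the percent of cells scored E-selectin positive by PE staining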
# Target sequence (P16581 whole entry, looked up): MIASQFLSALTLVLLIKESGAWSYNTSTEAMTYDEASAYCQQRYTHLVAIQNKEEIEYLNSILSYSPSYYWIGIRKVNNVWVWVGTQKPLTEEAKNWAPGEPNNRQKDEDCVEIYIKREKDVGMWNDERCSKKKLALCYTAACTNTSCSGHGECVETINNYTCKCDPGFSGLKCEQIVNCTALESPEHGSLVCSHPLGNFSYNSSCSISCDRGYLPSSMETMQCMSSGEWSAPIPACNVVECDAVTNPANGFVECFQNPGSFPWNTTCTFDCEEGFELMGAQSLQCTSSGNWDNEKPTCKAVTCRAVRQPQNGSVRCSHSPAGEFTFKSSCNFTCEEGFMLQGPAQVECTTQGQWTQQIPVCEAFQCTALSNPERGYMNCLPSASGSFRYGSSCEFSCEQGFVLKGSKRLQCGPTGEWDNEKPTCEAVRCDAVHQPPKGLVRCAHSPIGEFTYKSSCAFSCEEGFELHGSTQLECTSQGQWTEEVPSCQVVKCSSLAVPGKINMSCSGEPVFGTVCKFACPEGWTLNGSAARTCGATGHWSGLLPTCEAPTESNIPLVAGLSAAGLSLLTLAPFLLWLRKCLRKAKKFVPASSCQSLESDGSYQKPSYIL
#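 Test system: HUVEC; input: 3,000 HUVEC/well; measured by: immunofluorescence imaging; read-out: % PE-positive cells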
# INS-1E GSIS act: GLuc luminescence reporter in INS-1E cells, primary screen for activators of glucose-dependent secretion of insulin. INS-1E GLuc reporter insulin secretion, 2-3 h. activation, % at 16.6 µM. 370,000 compounds, 0.61% hits. AID 743287, 2014;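 active = lowest replicate activation of at least 40%, so every replicate reaches that level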;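 also: 0% = median of neutral control wells and 100% = median of IBMX positive control wells; some compounds called inactive have numbers as strong as hits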
# RAD52 inh: RAD52 DNA annealing inhibitors, primary screen, biochemical, FRET, single point, set 2; inhibition, % at 18.7 µM; DNA repair protein RAD52 homolog (Homo sapiens), P43351; AID 651710, 2012; recombinant RAD52 DNA annealing, FRET fluorescence; 360,000 compounds, 0.46% hits;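 active = every replicate showing at least 50% inhibition; inconclusive = mean inhibition at least 50% but not in every replicate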
# Target sequence (P43351 whole entry, looked up): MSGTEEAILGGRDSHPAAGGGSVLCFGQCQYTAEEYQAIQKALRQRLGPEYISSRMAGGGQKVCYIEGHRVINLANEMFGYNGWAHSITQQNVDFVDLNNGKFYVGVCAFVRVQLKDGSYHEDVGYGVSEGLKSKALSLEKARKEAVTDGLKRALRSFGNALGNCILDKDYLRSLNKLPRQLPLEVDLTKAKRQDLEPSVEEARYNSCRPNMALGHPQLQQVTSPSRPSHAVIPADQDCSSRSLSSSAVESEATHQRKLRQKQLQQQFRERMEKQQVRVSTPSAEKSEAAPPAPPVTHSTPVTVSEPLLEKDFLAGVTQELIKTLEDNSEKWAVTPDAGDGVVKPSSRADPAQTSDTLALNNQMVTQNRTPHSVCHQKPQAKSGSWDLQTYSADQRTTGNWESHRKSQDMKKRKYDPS
# CFTR F508del cor: F508del CFTR correction, initial screen, CFBE line, single point; CFBE cells, YFP halide quenching; stimulated with forskolin plus potentiator P3; % fluorescence drop versus neutral controls; activity (quench increase), % at 7.58 µM; 350,000 compounds, 0.36% hits;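 active = mean added fluorescence quench of at least 8% versus neutral control, with both replicates also reaching 8%; inconclusive = only one of the mean or replicate conditions met; inactive = mean below 8% and not both replicates reaching 8%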;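 also: cells transiently co-express mutant CFTR-F508del with the halide-sensitive YFP; corrector assay measuring rescue of mutant channel to the surface after 24 h compound exposure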
# XiGFP reactiv: activators of inactive X chromosome reactivation, primary screen, imaging, XiGFP fibroblasts, GFP high-content imaging, set 2; XiGFP mouse fibroblasts, % GFP-positive cells imaging, 3 d; cells co-treated with 5-aza-dC sensitizer; scaled so ellipticine positive control = 100%; activation, % at 7.58 µM; 360,000 compounds, 0.055% hits; AID 743238, 2013;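 active = mean normalized replicate activation at least 10% and every replicate at or above 10%; inconclusive = only one of the two criteria met; inactive = mean below 10% and not all replicates reach 10%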;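 also: 0% = median of on-plate neutral control wells and 100% = ellipticine 6 µM median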
#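 material = 68-5-11 XiGFP fibroblast line | medium = DMEM plus 5-aza-dC sensitizer | schedule = 3 days compound exposure | benchmarks = positive control ellipticine, 6 µM final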
# DENV2 CPE rescue: inhibitors of DENV2 cytopathic effect, primary screen, cell-based, plate reader, single concentration. DENV2-infected cells, cytopathic effect rescue. CPE inhibition, % at 9.99 µM. 350,000 compounds, 1.7% hits; in the data active = CPE inhibition above about 20%, passing the limit was not always enough; inconclusive = no clear call, values can overlap the other calls; tested in BHK-21 cells;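 also: 0% = median of neutral control wells and 100% = median of positive control wells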
# Casp6 inh: human caspase-6 inhibitors, primary screen, biochemical, VEID-R110 fluorescence, single point, set 2. P55212. purified caspase-6, Z-VEID-R110 cleavage fluorescence. inhibition, % at 12.5 µM. 350,000 compounds, 0.53% hits;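 active = mean inhibition across replicates at least about 35%, with every replicate also reaching that limit, limit read from the data; inconclusive = only one of the two criteria met; inactive = neither criterion met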;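 also: 0% = median of neutral control wells and 100% = no fluorescence left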
# RAD54 branch: inhibitors of human RAD54 branch migration, primary screen, biochemical, fluorescence, single point; 360,000 compounds, 0.14% hits; RAD54 Holliday junction branch migration, FAM/BHQ fluorescence; AID 602329, 2012; inhibition, % at 10.4 µM; DNA repair and recombination protein RAD54-like (Homo sapiens), Q92698;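 active = mean normalized replicate activity at least 40 and at least half of replicates scoring 40 or more; inconclusive = only one of the two criteria met; inactive = mean below 40 and under half of replicates reaching 40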;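 also: 0% = median of neutral control wells and 100% = median of positive control wells; inhibitors cause a drop in the FAM fluorescence signal; in these data hits start at about 50%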
# Starred values were filed as active, the others as inactive; ? = inconclusive; . = not tested or not shown; & = joins results of further samples.
# Second line of a record: E-sel inducer, INS-1E GSIS act, RAD52 inh, CFTR F508del cor, XiGFP reactiv, DENV2 CPE rescue, Casp6 inh, RAD54 branch
C=C(C)n1c(=O)n(Cc2ccc(C)cc2)c2ccccc21
 : ., -4, 0, -0.8, 0.0, -5, 4, -12
CSc1ccc(CN(C)CC(=O)N(C)CC(=O)Nc2ccccc2Br)cc1
 : ., 3, -6, -1.2, 0.2, 2, -1, -4
CN=C(Nc1cccc(Cl)c1)SC1CC(=O)N(c2ccc(OC)cc2)C1=O (stereo not drawn)
 : ., -26, -5, -1.3, 0.3, 0, 8, .
CCOC(=O)c1c(NC(C)=O)sc(/C(C)=N/Nc2ccc(C(=O)O)cc2)c1C
 : 0.5, ., -1, -1.9, 0.1, 3, 1, 3
Clc1ccc(COc2ccccc2CNCc2cccnc2)cc1
 : ., 6, -1, 4.0, ., 5, 5, -12
CC(C)CC1Nc2ncnc(N3CCN(c4ccccc4)CC3)c2N(Cc2ccc(Cl)cc2)C1=O (stereo not drawn)
 : 0.0, ., -204, 0.7, 0.0, -3, 3, -11
CC(C)Cc1csc(=S)[nH]1
 : 0.2, 11, -5, -0.3, 0.0, 8, 2, -6
COc1ccc(NC(=O)C2CCN(S(C)(=O)=O)CC2)cc1
 : ., 10, -3, -0.3, ., ., -1, -10
COc1ccc(C2Nc3ccccc3C(=O)N2NC(=O)c2ccccc2)cc1OC (stereo not drawn)
 : 0.7, -1, -19, 0.6, 0.5, 7, 0, 4
O=C(Nc1nc2c(s1)CCCC2)c1ccc(N2C(=O)CCC2=O)cc1
 : -0.8, -5, -11, -0.1, 0.2, 0, -3, 5
C[C@H](CO)N1C[C@H](C)[C@H](CN(C)Cc2ccccc2)Oc2ncc(C3=CCCCC3)cc2C1=O
 : -0.3, -4, -10, -2.6, 0.5, 5, 0, -2
COc1ccc(C(=O)Nc2ccc3ccccc3c2)cc1OC
 : 0.2, -5, -4, 2.3, 0.0, 0, -3, -1
CN1CCN(C(CNS(=O)(=O)c2ccc(Br)cc2)c2ccc3c(c2)OCO3)CC1 (stereo not drawn)
 : ., 3, -14, 2.2, 0.0, -7, 2, -1
CCCCCCCCCCCCCCC(O)C[N+](C)(CCO)CCO (stereo not drawn)
 : 2.0, 295*, 85*, 1.5, 0.0, 9, -193, .
Cc1ccc(-n2nnnc2-c2cccnc2)cc1
 : 0.0, -7, 3, 1.0, 0.1, 9, 1, -10
COc1ccc(/C=C2\N=C(C)OC2=O)cc1[N+](=O)[O-]
 : 0.2, 1, -21, 1.4, -0.1, -6, 2, .
COc1ccc(S(=O)(=O)N2CCc3ccccc32)cc1C(=O)NCCc1ccc(S(N)(=O)=O)cc1
 : 0.8, 4, -14, 3.3, -0.1, 0, 3, -2
Cc1c(C(=O)NCC(C)(C)N2CCOCC2)oc2ccccc12
 : -0.6, 2, -10, 0.8, 0.0, 7, 0, -1
COc1ccc(NC(=O)CN2C(=O)COc3ccc(S(=O)(=O)N4CCCCCC4)cc32)cc1
 : -0.2, -24, -10, 2.5, 0.1, 3, 2, -4
CCc1ccc(-c2cc3c(=O)n(CC(=O)NCCCN4CCN(CC)CC4)nc(C)n3n2)cc1
 : ., 15, -8, -0.3, 0.0, ?, -20, 3
CCN(CC)C(=O)c1[nH]cnc1C(=O)N[C@@H](C)C(=O)OCc1ccccc1
 : 0.0, -5, -9, -2.3, 0.0, -8, 0, 2
COc1ccc(NC(=O)Nc2ccc3c(c2)C(=O)N([C@H](C)CO)C[C@@H](C)[C@@H](CN(C)S(=O)(=O)c2ccc(OC)cc2)OCCCC[C@H](C)O3)cc1
 : -0.3, 32, ., -0.2, 0.0, -4, ., 3
C[C@@H]1CCCCO[C@H](CN(C)C(=O)Cc2ccccc2)[C@H](C)CN([C@@H](C)CO)C(=O)c2cc(NC(=O)Cc3ccccc3)ccc2O1
 : 0.0, -38, 4, 2.5, 0.6, -7, 1, 8
Cc1noc(C)c1NC(=O)Nc1ccc2c(c1)CC(=O)N([C@@H](C)CO)C[C@@H](C)[C@@H](CN(C)Cc1ccncc1)O2
 : ., 2, 5, 0.7, -1.1, -5, 1, 0
O=C(CN1C(=O)NC2(CCCC2)C1=O)Nc1ccc(F)cc1
 : ., 21, -7, ., ., ., 0, 0
CCN(CC)c1ccc(N=Cc2cc(Br)ccc2O)cc1
 : ., -15, 10, -3.2, 2.0, -3, -8, .
Cc1ccccc1-c1nn(-c2ccc(F)cc2F)cc1CNCCCN(C)C
 : ., -6, 44, -4.4, 0.1, 5, -81, .
O=[N+]([O-])c1cccc(NC(=S)N2CCN(S(=O)(=O)c3ccccc3)CC2)c1
 : 2.8, 3, -5, 3.4, 0.2, 1, 5, 5
O=C(O)C[C@@H]1CC[C@H](NC(=O)CCN2CCCCC2)[C@@H](CO)O1
 : 0.3, -7, -10, 1.4, 0.0, -9, -1, .
NN=C1c2ccccc2-c2ccc(N)cc21
 : -0.8, ., 0, 0.5, 0.1, -12, -1, 4

# Some of the entries so far, tab-delimited:
Compound	E-sel inducer	INS-1E GSIS act	RAD52 inh	CFTR F508del cor	XiGFP reactiv	DENV2 CPE rescue	Casp6 inh	RAD54 branch
Cc1noc(C)c1NC(=O)Nc1ccc2c(c1)CC(=O)N([C@@H](C)CO)C[C@@H](C)[C@@H](CN(C)Cc1ccncc1)O2	.	2	5	0.7	-1.1	-5	1	0
O=C(CN1C(=O)NC2(CCCC2)C1=O)Nc1ccc(F)cc1	.	21	-7	.	.	.	0	0
CCN(CC)c1ccc(N=Cc2cc(Br)ccc2O)cc1	.	-15	10	-3.2	2.0	-3	-8	.
Cc1ccccc1-c1nn(-c2ccc(F)cc2F)cc1CNCCCN(C)C	.	-6	44	-4.4	0.1	5	-81	.

# (continued)
# Second line of a record: E-sel inducer, INS-1E GSIS act, RAD52 inh, CFTR F508del cor, XiGFP reactiv, DENV2 CPE rescue, Casp6 inh, RAD54 branch
CCCC(=O)Nc1ccc2c(c1)OC[C@H](C)N(C(=O)CC1CC1)C[C@H](C)[C@H](OC)CN(C)C2=O
 : -0.2, 6, 8, 1.9, 0.0, 0, -1, -1
COc1ccc(NC(=O)c2cccc(N3C(=O)C4CCC(C)CC4C3=O)c2)c(OC)c1 (stereo not drawn)
 : ., -17, 3, -1.2, 0.3, -5, 14, 4
CCn1c(=O)cc(OCC(=O)Nc2nc(C)cs2)c2ccccc21
 : 1.0, 2, -14, 1.5, 0.7, 2, -2, 6
CCC(C)[C@H](NC(=O)C1CCN(C(=O)[C@H](Cc2ccccc2)NC(=O)OC(C)(C)C)CC1)C(=O)O (stereo partly drawn)
 : 0.0, 1, -19, 2.3, 0.0, -2, -4, -8
CCOc1ccc(S(=O)(=O)N2CCN(C(=O)c3ccncc3)CC2)cc1
 : ., 11, -13, -0.2, 0.1, 11, -2, -3
CCn1cc(CN2CCC(n3nccc3NC(=O)c3cccc(F)c3)CC2)cn1
 : -0.1, 48, -7, -2.0, 0.1, -2, -16, 2
COc1ccccc1NC(=O)c1ccc(-c2ccccc2F)o1
 : ., -2, 1, -4.5, ., -1, 1, -13
COc1ccc(C)cc1NC(=O)C1CCN(C(=O)c2ccc(C(C)(C)C)cc2)CC1
 : ., -22, -9, 4.9, ., -5, 10, 0
CCCc1nnc(NC(=O)CCC(=O)N2CCN(S(=O)(=O)c3ccc(F)cc3)CC2)s1
 : 0.6, 5, -14, -0.6, -0.2, 1, 1, 4
c1ccc(-n2cnc3ccccc32)nc1
 : ., 11, 7, -0.3, 0.0, -5, 1, 0
O=C(NCC[C@H]1CC[C@H](NC(=O)C2CC2)[C@H](CO)O1)Nc1ccc(C(F)(F)F)cc1
 : -0.2, 8&6, 3, 2.7, 0.2&-0.1, 0, 0, 6
Cc1ccc2nc(Nc3ccccc3)c(C=O)c(=O)n2c1
 : ., 7, 0, -2.9, 0.3, -1, 0, -3
CCOC(=O)C1CCN(C(=O)COC(=O)C23CC4CC(CC(C4)C2)C3)CC1
 : -0.5, -8, -9, -1.6, 0.0, -6, 1, -1
Cc1nn(CC(=O)N/N=C/c2cccs2)c(C)c1[N+](=O)[O-]
 : 0.1, ., -9, -0.6, 0.0, -2, 3, .
COc1cc(SC)ccc1C(=O)N1CCN(c2ccc(O)cc2)CC1
 : 2.2, 9, -6, 3.3, -0.1, 0, 3, 11
CC(C)NC(=O)N[C@@H]1C=C[C@@H](CC(=O)N2CCCCC2)O[C@@H]1CO
 : -0.6, 0, 2, 0.7, -0.6, -3, 2, -7
O=C1N(C2CCCC2)C[C@@H]2C[C@@H](c3cccn3-c3ccccn3)N3CCC[C@@]123
 : -0.1, -1, -10, 1.4, 0.1, -5, 2, .
C[C@H]1CN([C@@H](C)CO)C(=O)c2cc(Br)cnc2O[C@H]1CN(C)Cc1ccccc1
 : -0.1, 13, 9, -0.4, -0.7, -6, 2, -2
CCOC(=O)N1CCN(C(=O)c2ccc(CSc3ccc(Cl)cc3)cc2)CC1
 : ., -18, 0, 1.9, 0.3, 2, 1, .
O=C(CCSC1=NCCCN1)c1ccc(F)cc1
 : 0.2, -5, 7, -0.3, 0.0, 13, -4, .
O=C(NC(=S)NC(=O)c1ccccc1F)c1ccccc1F
 : ., ., -15, -6.0, -0.1, ., 0, .
C[C@@H]1CCCCO[C@@H](CN(C)C(=O)NC2CCCCC2)[C@@H](C)CN([C@H](C)CO)C(=O)c2cc(NS(=O)(=O)c3cccs3)ccc2O1
 : 13, 1, -6, -2.8, -0.7, 15, 0, 5
Cc1ccc(-n2c(Cn3ncc4ccccc4c3=O)n[nH]c2=S)cc1
 : 4.4, -3, -7, -1.8, 0.1, 8, 12, .
CCN(CC)C(=O)C1(P(=O)(c2ccccc2)c2ccccc2)CCC1
 : ., 90*, -4, -0.9, -0.1, 4, -1, 0
COc1ccc(C)cc1S(=O)(=O)NCc1cccs1
 : 0.0, 2, 8, 1.3, 0.0, 6, -1, -2
CNC(=O)C[C@@H]1CC[C@H]2[C@@H](COc3ccc(NC(=O)Cc4cccs4)cc3C(=O)N2C)O1
 : 0.0, 8, ., 0.4, 0.3, -6, ., -2
CCOc1ccccc1NC(=O)c1cc(S(=O)(=O)N2CCN(CC)CC2)ccc1Cl
 : 0.5, -1, 9, -5.9, 0.0, 2, 0, 4
Nc1nc(=S)c2[nH]c(=S)[nH]c2[nH]1
 : 0.2, 8, -5, 0.4, 0.2, -4, 0, 4
Cc1ccc(CSCC(=O)N2CCN(c3ccccc3)CC2)cc1
 : ., -4, 0, ., -0.1, -7, 2, .
CC(C)c1ccc(S(=O)(=O)N2CCN(C(=O)C3CCCC3)CC2)cc1
 : 0.5, -1, -6, -0.2, 0.0, ?, 0, 4
COCCCn1c(SCC(=O)NC2CCCC2)nnc1-c1ccco1
 : ., 4, -5, 1.3, ., -4, 6, .
COCCNC(=O)C[C@@H]1CC[C@H]2[C@H](COc3ccc(NC(=O)Cc4ccccc4)cc3C(=O)N2C)O1
 : -0.1, 5, 11, 1.5, 0.2, 1, -1, 6

# Compounds were not picked by outcome. About 3.7% of those tested had a hit in this group.
